Source: PubChem BioAssay
PI5P4K alpha inh: blocks human PI5P4K alpha kinase activity | PI5P4Kalpha enzyme, ADP-Glo luminescence, 60 min; stronger effect = lower value | max response, % | 1.2% of 330,000 active | AID 652105; active = max response of -50% or lower; inconclusive = between -30% and -50%; inactive = -30% or higher; also: value at the top dose of about 77 µM; % is scaled to controls: 0 for no effect and ±100 for the full control effect
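Quantitative HTS of the MLSMR library against PI5P4Kalpha with substrate. ATP added last at 5 microM final; room temperature, 60 minutes. Remaining ATP depleted, ADP converted and read as luminescence.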
EPAC1 ag: agonists of human EPAC1 | EPAC1 agonist qHTS, biochemical assay; response scale: 100% = response to 6.5 mM cAMP | Potency, µM (doses to about 154 µM), without a hit: at the highest dose activation, usual class: activators | 0.073% of 360,000 active | AID 720707; also: potency is read from the fitted curve at half-maximal effect; nearly all actives have a fitted effect of over 60% in size
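Multi-concentration qHTS readout: loss of Rap1B-bound BODIPY-GDP fluorescence driven by 100 nM EPAC1 with excess GDP (50 uM), monitored kinetically at room temperature; agonist response expressed relative to 6.5 mM cAMP.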
WRN helicase inh: inhibitors of human WRN helicase | Q14191 | WRN helicase unwinding, fluorescent forked duplex, kinetic | Potency, µM (series often up to 114 µM), for inactives: at the highest dose activity change, negative = inhibition, most hits filed as inhibitors | 0.46% of 360,000 active; also: potency is read from the fitted curve at half-maximal effect; % is scaled to controls: 0 for no effect and ±100 for the full control effect; nearly all actives have a fitted effect of over 55% in size
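WRN at 20 nM final preincubated with compound 15 min at room temperature; reaction started with 100 nM fluorophore/quencher forked duplex oligonucleotide and 2 mM ATP final. Unwinding followed kinetically by red fluorescence (ex 525, em 598 nm).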
CCT chaperon mod: modulators of cytosolic chaperonin (CCT/TRiC) activity; 0.3% of 360,000 active; purified chaperonin ATPase assay, HTRF ADP detection, 30 min; activity change, % (no concentration beside the values), hits read low; in the data active = activity change below about -30%; also: % is scaled to controls: 0 for no effect and ±100 for the full control effect
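First, chaperonin was dispensed at 40 nM or 20 nM final depending on batch activity. Next, compounds were pinned at 76 uM and ATP added at 10 uM. After 30 min at 37 °C, ADP detection reagents ran 30 min at ambient temperature.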
MmCpn inh: inhibitors of Methanococcus maripaludis chaperonin (MmCpn) | purified Mm-Cpn ATPase, ADP Transcreener TR-FRET | Potency, µM (doses to about 76.9 µM), inactives show at the highest dose activity, negative = inhibition, hits mostly inhibitors | 0.031% of 330,000 active | AID 504842; also: potency is read from the fitted curve at half-maximal effect; % is scaled to controls: 0 for no effect and ±100 for the full control effect; nearly all actives have a fitted effect of over 80% in size
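Eu-cryptate anti-ADP/ADP-d2 competition gives a ratio inversely related to ADP. Enzyme at 25 nM was pre-exposed to compound for 10 min, then given 10 uM ATP for 30 min, 37°C throughout.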
PLK1 PBD block: PLK1 (human) polo-box domain binding inhibition | P53350 | Plk1 PBD binding of FITC phosphopeptide, fluorescence polarization | Potency, µM, inactives show max response, negative = inhibition, most hits filed as inhibitors | 2.8% of 360,000 active | AID 720504; also: potency is read from the fitted curve at half-maximal effect; series mostly up to about 57 µM; % is scaled to controls: 0 for no effect and ±100 for the full control effect; nearly all actives have a fitted effect of over 65% in size
EPAC1 antag: EPAC1 (human) antagonism. EPAC1 GEF assay, Rap1b-BODIPY-GDP exchange fluorescence. Potency, µM (titrated, usually from 115 µM), without a hit: top-dose activity change, negative = inhibition, hits mostly inhibitors. 0.14% of 360,000 active. AID 720709;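 also: potency is read from the fitted curve at half-maximal effect; plate controls were vehicle for no effect and positive control for full effect; nearly all actives have a fitted effect of over 50% in size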
EPAC2 antagonist: antagonists of human EPAC2 | Potency, µM (titrated, usually from 114 µM), inactives show at the top dose activity, negative = inhibition, actives largely listed as inhibitors | Q8WZA2 | EPAC2 GEF exchange of Rap1B-BODIPY-GDP, fluorescence | 0.18% of 360,000 active | AID 720708; also: potency is read from the fitted curve at half-maximal effect; % is scaled to controls: 0 for no effect and ±100 for the full control effect; nearly all actives have a fitted effect of over 45% in size; many of its hits are not listed in these tables
Target sequence (Q8WZA2 whole entry, looked up): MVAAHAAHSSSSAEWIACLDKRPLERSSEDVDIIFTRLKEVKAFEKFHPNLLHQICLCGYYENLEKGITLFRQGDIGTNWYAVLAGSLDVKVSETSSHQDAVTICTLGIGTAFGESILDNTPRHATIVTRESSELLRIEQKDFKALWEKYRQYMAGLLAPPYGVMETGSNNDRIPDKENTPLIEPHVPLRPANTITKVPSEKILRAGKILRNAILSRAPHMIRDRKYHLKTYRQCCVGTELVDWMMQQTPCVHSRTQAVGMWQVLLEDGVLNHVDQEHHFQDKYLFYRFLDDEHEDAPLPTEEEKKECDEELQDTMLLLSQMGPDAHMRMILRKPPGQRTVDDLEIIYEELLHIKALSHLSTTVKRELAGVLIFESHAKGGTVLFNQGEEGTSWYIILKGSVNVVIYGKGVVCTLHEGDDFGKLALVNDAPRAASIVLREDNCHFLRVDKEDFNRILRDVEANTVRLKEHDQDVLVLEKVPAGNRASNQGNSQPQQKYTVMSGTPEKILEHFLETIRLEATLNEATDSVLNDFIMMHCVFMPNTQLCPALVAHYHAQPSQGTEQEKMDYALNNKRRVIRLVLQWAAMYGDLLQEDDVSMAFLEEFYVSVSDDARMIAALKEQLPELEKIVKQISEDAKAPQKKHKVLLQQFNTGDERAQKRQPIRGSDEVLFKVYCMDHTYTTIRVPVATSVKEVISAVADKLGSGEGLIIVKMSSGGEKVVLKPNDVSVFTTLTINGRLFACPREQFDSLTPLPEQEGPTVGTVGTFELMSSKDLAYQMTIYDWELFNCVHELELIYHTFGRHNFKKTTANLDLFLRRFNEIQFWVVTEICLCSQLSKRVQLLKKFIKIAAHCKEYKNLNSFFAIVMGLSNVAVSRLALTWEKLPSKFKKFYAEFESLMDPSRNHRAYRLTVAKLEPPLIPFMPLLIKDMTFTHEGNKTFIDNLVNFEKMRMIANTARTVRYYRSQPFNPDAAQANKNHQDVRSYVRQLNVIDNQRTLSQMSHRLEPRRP
Numbers without * were called inactive; ? = inconclusive; / = no result given; [ ] = remark or other dose. Unless noted, calls follow the shape of the dose curve; as a rule, active = well fitted curve in the direction sought with a large enough effect; inconclusive = small, poorly fitted or top-dose-only effect, or another doubt; inactive = no such curve, though single readings can be large; an effect the other way counts as inactive or inconclusive. A portion of the library. The share of hits here may be higher or lower than overall.

SMILES	PI5P4K alpha inh	EPAC1 ag	WRN helicase inh	CCT chaperon mod	MmCpn inh	PLK1 PBD block	EPAC1 antag	EPAC2 antagonist
COC(=O)[C@H](NC(=O)c1cc(-c2ccccc2)nc2ccccc12)c1ccccc1	4	0%	1%	-1.8	/	-8%	-9%	3%
Cc1cc(C(F)F)nn1CC(=O)NC1CCCC1	1	5%	-2%	1.2	-1%	0%	-7%	3%
CC(C)(C)OCC1CO1 (stereo not given)	9	-23%	2%	0.9	1%	-3%	6%	-4%
OCCC1CN(Cc2ccsc2)CCN1C1CCCC1 (stereo not given)	-4	2%	-12%	-2.8	-2%	-14%	1%	1%
Fc1ccccc1NC(=S)N1CCOCC1	1	-10%	7%	0.8	2%	-5%	9%	7%
O=C(CCC1CCCCC1)Nc1c[nH]c(=O)[nH]c1=O	-3	-2%	9%	1.0	-25%	-6%	2%	13%
O=C(CCCSc1ccc(Cl)cc1)Nc1cc(S(=O)(=O)N2CCOCC2)ccc1O	-29	-4%	-5%	-3.1	1%	3.4µM*	-14%	-18%
CCc1nc2ccc(C(=O)Nc3ccc4c(c3)OCO4)cc2nc1CC	-7	-1%	-5%	2.0	0%	6%	-2%	0%
O=C(COC(=O)c1ccc(Br)o1)Nc1ccc2c(c1)OCCO2	3	0%	-6%	-2.1	0%	0%	-11%	-5%
CC(=O)N1c2ccc(S(=O)(=O)N(C)CC(=O)NC3CCCCC3C)cc2CC1C (stereo not given)	-1	-11%	-23%	-0.6	-1%	-1%	-18%	0%
CCOC(=O)CC(NC(=O)Cn1nnc(-c2ccccc2F)n1)c1ccc(OC)cc1 (stereo not given)	1	3%	-1%	-0.6	1%	0%	0%	16%
CCOC(=O)c1c(NC(=O)C2CCCO2)sc(C)c1C (stereo not given)	7	-3%	-8%	-0.6	0%	-8%	-3%	?
O=C(N/N=C1/CCS(=O)(=O)c2ccc(F)cc21)c1ccccn1	-1	0%	-2%	1.3	-5%	6%	-10%	0%
CN(CC(=O)Nc1ccccc1Cl)C(=O)COC(=O)c1ccc(Cl)cc1[N+](=O)[O-]	4	1%	-30%	-0.8	0%	1%	-2%	-4%
COc1ccc(OC)c(S(=O)(=O)NCC(c2ccc(F)cc2)N2CCN(C)CC2)c1 (stereo not given)	0	11%	4%	0.4	-2%	-13%	7%	3%
Cc1ccc(C(=O)NCCNC(=O)c2cnccn2)cc1	-2	5%	3%	-2.0	-3%	-8%	8%	4%
Cc1nc2ccccc2c2oc(C(=O)N3CCC(N4CCCCC4)CC3)cc12	-3	-5%	-20%	1.0	0%	-12%	-4%	-9%
O=c1[nH][nH]c(-c2ccccc2)c1C=Nc1cccc(Cl)c1	4	3%	-7%	-1.5	0%	3%	7%	6%
N#C/C(=C\c1cccc([N+](=O)[O-])c1)C(=O)NCc1ccc(Cl)cc1	?	-7%	?	-1.0	2%	?	-24%	10%
Cc1cccc(N(C(=O)c2ccco2)C(C(=O)NC2CCCC2)c2cccnc2)c1C (stereo not given)	0	-4%	7%	0.3	0%	-6%	7%	-6%

11 structures out of the list, arranged by SMILES length, largest number first.
SMILES	PI5P4K alpha inh	EPAC1 ag	WRN helicase inh	CCT chaperon mod	MmCpn inh	PLK1 PBD block	EPAC1 antag	EPAC2 antagonist
COC(=O)[C@H](NC(=O)c1cc(-c2ccccc2)nc2ccccc12)c1ccccc1	4	0%	1%	-1.8	/	-8%	-9%	3%
N#C/C(=C\c1cccc([N+](=O)[O-])c1)C(=O)NCc1ccc(Cl)cc1	?	-7%	?	-1.0	2%	?	-24%	10%
O=C(CCCSc1ccc(Cl)cc1)Nc1cc(S(=O)(=O)N2CCOCC2)ccc1O	-29	-4%	-5%	-3.1	1%	3.4µM*	-14%	-18%
Cc1nc2ccccc2c2oc(C(=O)N3CCC(N4CCCCC4)CC3)cc12	-3	-5%	-20%	1.0	0%	-12%	-4%	-9%
O=C(N/N=C1/CCS(=O)(=O)c2ccc(F)cc21)c1ccccn1	-1	0%	-2%	1.3	-5%	6%	-10%	0%
O=c1[nH][nH]c(-c2ccccc2)c1C=Nc1cccc(Cl)c1	4	3%	-7%	-1.5	0%	3%	7%	6%
O=C(COC(=O)c1ccc(Br)o1)Nc1ccc2c(c1)OCCO2	3	0%	-6%	-2.1	0%	0%	-11%	-5%
Cc1ccc(C(=O)NCCNC(=O)c2cnccn2)cc1	-2	5%	3%	-2.0	-3%	-8%	8%	4%
OCCC1CN(Cc2ccsc2)CCN1C1CCCC1 (stereo not given)	-4	2%	-12%	-2.8	-2%	-14%	1%	1%
Fc1ccccc1NC(=S)N1CCOCC1	1	-10%	7%	0.8	2%	-5%	9%	7%
CC(C)(C)OCC1CO1 (stereo not given)	9	-23%	2%	0.9	1%	-3%	6%	-4%

Further results follow:
SMILES	PI5P4K alpha inh	EPAC1 ag	WRN helicase inh	CCT chaperon mod	MmCpn inh	PLK1 PBD block	EPAC1 antag	EPAC2 antagonist
COc1ccc(-c2csc(C3=C(O)CN(C(C)C)C3=N)n2)cc1OC	-3	3%	-13%	-0.1	-4%	-6%	-5%	0%
CCOC(=O)c1c(C)n(-c2ccc(OC)cc2)c2ccc(O)c(CN(C)C)c12	1	7%	12%	-3.0	0%	30µM*	0%	3%
CCCN1CCN(C(=O)Cn2nc(C)n3c(cc4sccc43)c2=O)CC1	3	5%	-2%	-0.2	0%	-9%	-14%	2%
Cc1ccc(-c2nc(CS(=O)CC(=O)NCCCN3CC(C)CC(C)C3)c(C)o2)cc1 (stereo not given)	-4	1%	-3%	-0.9	0%	-17%	-6%	8%
O=c1[nH]c(SCc2ccccc2)nc2c1cnn2-c1ccc(F)cc1	4	1%	-3%	0.3	-1%	4%	10%	1%
COc1ccc(NC(=O)NCCc2cccc(Cl)c2)cc1OC	-11	4%	-1%	0.6	-1%	?	11%	6%
O=c1c(Cl)c(Cl)cnn1-c1ccccc1	1	6%	-3%	0.9	-7%	-7%	-6%	-2%
CC(=O)OCC(=O)Nc1c(C)cc(C)cc1C	-2	-2%	6%	-1.9	-1%	-9%	4%	3%
COCC(=O)NCc1nc2ccccc2[nH]1	3	-2%	3%	-0.9	0%	-1%	3%	10%
Cc1cc(C)n(CCCO)c(=O)c1C#N	/	-3%	6%	-0.1	-1%	3%	6%	-1%
O=C(O)CN=C(NS(=O)(=O)c1ccccc1)c1ccccc1	-6	4%	-10%	-3.2	2%	0%	-15%	-25%
CCc1cccc(C)c1NS(=O)(=O)c1cccs1	4	-6%	-16%	-2.0	2%	-1%	-13%	-8%
Cc1ccc2cc3c(N)[nH]nc3nc2c1	6	-3%	-12%	-2.7	-5%	6%	-18%	-1%
O=C(/C=C/c1ccco1)NCc1ccc(F)cc1	-11	-7%	-2%[57.1 µM]	-2.0	-7%	?	-15%	-1%
Cc1cc(NC(=O)CSc2nc(C(C)C)nc3sc4c(c23)CCCC4)no1	/	10%	-9%	-0.6	-11%	0%	12%	2%
CC(C)C(NC(=O)c1ccco1)C(=O)OCc1cc([N+](=O)[O-])cc2c1OCOC2 (stereo not given)	10	10%	-4%	-5.1	4%	-2%	0%	-1%
Cc1nn(-c2ccccc2)nc1CNS(C)(=O)=O	3	9%	-3%	0.2	2%	-4%	8%	-10%
CC/C(=N\NC(=S)Nc1cc(C)ccc1C)c1ccc(OC(F)F)cc1	-1	5%	-21%	1.1	1%	2%	-12%	-3%
Cc1nsc(Nc2ccccc2)c1C#N	3	-5%	1%	-0.9	-2%	-20%	-5%	-13%
CC1CCN(c2c(NCC3CCC(C(=O)NCc4ccccc4Cl)CC3)c(=O)c2=O)CC1 (stereo not given)	-3	-13%	-1%	-5.3	0%	1%	-2%	-27%
CCc1noc(C)c1C(=O)Nc1nc(-c2cccs2)cs1	-3	15%	-8%	-4.6	-8%	-6%	-22%	-6%
CCOC(=O)/C=c1\s/c(=C\c2c(OC)ccc3ccccc23)c(=O)n1CC(=O)NCC1CCCO1 (stereo not given)	/	12%	-16%	1.7	-2%	8%	-25%	-13%
CCOC(=O)c1ccc(N2C=C(C(=O)OC)C(c3cccc(O)c3)C(C(=O)OC)=C2)cc1	-9	-12%	-3%	1.2	-2%	?	22%	0%
O=C1OCCC1Sc1nnc(-c2ccccc2Br)n1Cc1ccccc1 (stereo not given)	-4	12%	2%	-0.4	1%	-7%	3%	2%
CCC(C)NC(=O)CSc1nc2c(sc(=S)n2Cc2ccco2)c(=O)n1-c1ccccc1 (stereo not given)	/	-1%	3%	-3.1	-8%	-4%	13%	15%
Cc1c(CNC(=O)C2CCC(=O)N(CCc3ccccc3)C2)cnn1C (stereo not given)	6	-3%	-21%	-2.8	-1%	-10%	-1%	-6%
C/C(=N/NC(=O)CNC(=O)c1ccccn1)c1ccc([N+](=O)[O-])cc1	-9	-5%	-4%	1.1	-1%	-12%	4%	6%
CCCCN1C(=O)C(CC(=O)NCCc2ccccn2)CC(C(=O)N(C)C)=C1C (stereo not given)	-3	14%	-9%	1.3	/	-3%	-7%	-11%
CC(OC(=O)/C=C/c1ccc(Br)cc1)C(=O)N1CCOCC1 (stereo not given)	0	2%	6%	-1.2	1%	-9%	-12%	-5%
Cc1ccc(SCC(=O)c2c(C)[nH]c3ccccc23)cc1	1	4%	5%	1.8	1%	-13%	-9%	5%
COc1ccc(N(CC(=O)NC2CCCC2)C(=O)CCC(=O)Nc2cc(C)on2)cc1OC	-6	-5%	-2%	-3.8	-6%	-10%	2%	3%
COc1ccc(N2c3ccccc3CN(Cc3ccccc3)[C@@H](C)[C@H]2Cc2cccnc2)cc1	7	-8%	-8%	0.9	/	-2%	-3%	-15%
O=C(Nc1nccs1)C1CCN(S(=O)(=O)c2ccc(Cl)c(C(F)(F)F)c2)CC1	-5	-1%	11%	0.9	4%	-5%	10%	-1%
C=CCN(c1ccccc1)S(=O)(=O)c1cccc(C(=O)N2CCCC2)c1	1	-1%	5%	-1.5	2%	-3%	11%	0%

Some values from above.
C/C(=N/NC(=O)CNC(=O)c1ccccn1)c1ccc([N+](=O)[O-])cc1 in PI5P4K alpha inh: -9
CCC(C)NC(=O)CSc1nc2c(sc(=S)n2Cc2ccco2)c(=O)n1-c1ccccc1 (stereo not given) in WRN helicase inh: 3%
